EP2 modulator = modulators of human EP2 prostaglandin E2 receptor; P43116; EP2-expressing cells, cAMP HTRF FRET, PGE2 co-stimulation; induction, % at 25 µM; 260,000 tested, 0.83% active; AID 940;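 active = compounds whose cAMP rise, as percent of the full-agonist control response, exceeds 60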;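 also: rat C6 glioma line stably carrying human EP2 under a CMV promoter; the protocol text gives 20 µM as final concentration; 100% = response of wells given 1 µM PGE2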
Target sequence (P43116 whole entry, looked up): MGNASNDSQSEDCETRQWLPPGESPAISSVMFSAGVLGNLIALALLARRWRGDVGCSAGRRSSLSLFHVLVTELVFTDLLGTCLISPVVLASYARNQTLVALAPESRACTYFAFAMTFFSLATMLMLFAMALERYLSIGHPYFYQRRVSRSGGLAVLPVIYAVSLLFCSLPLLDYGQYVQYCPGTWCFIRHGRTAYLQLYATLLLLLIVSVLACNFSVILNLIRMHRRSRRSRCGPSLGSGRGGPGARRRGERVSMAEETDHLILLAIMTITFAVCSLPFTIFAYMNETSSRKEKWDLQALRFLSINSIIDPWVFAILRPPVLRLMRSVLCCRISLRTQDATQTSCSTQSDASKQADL
EP2 antag = EP2 receptor (human) inhibition. 260,000 tested, 0.52% active. inhibition, % at 25 µM. AID 1422. P43116. C6 glioma cells expressing human EP2, cAMP TR-FRET; cells stimulated with saturating PGE2;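 active = percent inhibition above 40 after rounding to a whole number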;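 also: rat C6 glioma host cells with rolipram phosphodiesterase inhibitor present; the protocol text gives 20 µM as final concentration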
The depositor's hits bear a star. These rows are one share of the data; the hit share may differ from the screen's.

Every second line gives: EP2 modulator	EP2 antag
COC(=O)C1=C(C)NC(C)=C(C(=O)OC)C1c1ccc(C(=O)OC)cc1
→ -42.2	6.8
CCc1ccc(-n2nnnc2SCC(=O)N2c3ccccc3CC2C)cc1 (centres undefined)
→ -30.6	4.5
COc1ccc(NCc2ccco2)cc1
→ 1.6	8.0
COC(=O)c1ccc(NC(=O)CSc2nc3c(c(=O)n(C)c(=O)n3C)n2C)cc1
→ 4.7	7.2
Cc1nc(C)c(C(=O)N(c2ccc(F)cc2)C(C(=O)NC(C)(C)C)c2ccncc2)s1 (centres undefined)
→ -17.9	9.6
O=C1NS(=O)(=O)c2ccccc21
→ -15.3	13.4
OC1(c2ccc(F)cc2)CCN(Cc2ccnc(N3CCCC3)n2)CC1
→ -19.4	3.1
COc1ccc(C)cc1NC(=O)C1CCCN(S(=O)(=O)c2ccc(-n3cnnn3)cc2)C1 (centres undefined)
→ -61.6	9.3
O=C(CSc1nnc2c(n1)[nH]c1ccc(F)cc12)Nc1cccc2ccccc12
→ -43.9	9.8
CC(=O)C(C)=O
→ 22.8	12.1
Nc1ncnc2c1ncn2CCCCC(=O)O
→ 16.4	6.6
COc1ccc(/C=C2\Sc3ccccc3C2=O)cc1I
→ -11.2	15.0
COc1cc(NC(=O)CSc2nnc3c(C)cc4cc(OC)ccc4n23)cc(OC)c1
→ 1.2	8.3
O=C1NS(=O)c2ccccc21 (centres undefined)
→ -15.9	12.1
CC(=O)Nc1ccc(NC(=O)CSc2nnc3c(C)cc4cc(C)c(C)cc4n23)cc1
→ -38.5	8.8
COc1cc(CN[C@@H]2CCC(=O)N[C@H]2c2cc(F)cc(F)c2)cc2c1OCO2
→ -0.9	8.0
CC(Sc1nc(-c2ccccc2)cc(C(F)(F)F)n1)C(=O)NN1CCN(C)CC1 (centres undefined)
→ 0.4	7.6
Cc1ccc(C)c2[nH]c(=O)c(C(c3nnnn3Cc3ccccc3)N3CCCCCC3)cc12 (centres undefined)
→ 74.8*	15.2
O=C(NCCc1nc(-c2cccnc2)n[nH]1)c1nccc2ccccc12
→ -51.1	1.7
Cc1c(NC(C)C)c(=O)n(-c2ccccc2)n1C
→ 19.2	9.3

Four compounds already listed, ordered by heavy-atom count, highest first.
Every second line gives: EP2 modulator	EP2 antag
CC(Sc1nc(-c2ccccc2)cc(C(F)(F)F)n1)C(=O)NN1CCN(C)CC1 (centres undefined)
→ 0.4	7.6
COc1ccc(NCc2ccco2)cc1
→ 1.6	8.0
O=C1NS(=O)c2ccccc21 (centres undefined)
→ -15.9	12.1
CC(=O)C(C)=O
→ 22.8	12.1

Back to the main list, repeating the three entries before the break.
Every second line gives: EP2 modulator	EP2 antag
Cc1ccc(C)c2[nH]c(=O)c(C(c3nnnn3Cc3ccccc3)N3CCCCCC3)cc12 (centres undefined)
→ 74.8*	15.2
O=C(NCCc1nc(-c2cccnc2)n[nH]1)c1nccc2ccccc12
→ -51.1	1.7
Cc1c(NC(C)C)c(=O)n(-c2ccccc2)n1C
→ 19.2	9.3
Cc1nccn1CCNC(=O)C1ON=C(c2ccc(F)cc2)C1C (centres undefined)
→ -8.7	5.1
C[C@H]1C[C@@H]2[C@@H]3CCC4=CC(=O)C=C[C@@]4(C)[C@@]3(Cl)[C@H](Cl)C[C@@]2(C)[C@]1(O)C(=O)COP(=O)(O)O
→ 15.7	40.7*
O=C(Nc1ccc2nc(-c3ccccn3)[nH]c2c1)c1ccco1
→ -72.8	13.3
NC(=O)c1nc(-c2ccsc2)nc2c1[nH]c(=O)n2Cc1ccccc1
→ 15.5	36.1
COc1cccc(C2(NC(=O)CCn3c(=O)oc4ccccc43)CCCC2)c1
→ -16.5	7.7
O=C(CSc1nc2c(c(C(F)(F)F)n1)CCCC2)Nc1ccc(F)cc1
→ -34.7	12.2
Cc1cc(NS(=O)(=O)c2ccc(Oc3ccccc3)cc2)no1
→ -18.4	9.4
O=C(c1ccccc1)c1ccc2[nH]c(=O)c(=O)[nH]c2c1
→ -31.0	11.0
CCc1c(C)nc2ncnn2c1Nc1ccc(Br)cc1
→ -13.8	3.7
C(=N\Nc1ccccn1)/c1cccnc1
→ 17.7	14.9
Cc1ccc(C(=O)Oc2ccc(Br)cc2)cc1S(=O)(=O)N1CCOCC1
→ -15.0	9.8
CC1CC(C)CN(CCCNC(=O)C2(c3ccccc3F)CC2)C1 (centres undefined)
→ -25.8	5.8
Cn1c(=O)[nH]c(=O)c2c1nc(SCC(O)CO)n2CCCc1ccccc1 (centres undefined)
→ 23.6	8.7
CN(C(=O)C(=O)N(C)C1CCS(=O)(=O)C1)C1CCS(=O)(=O)C1 (centres undefined)
→ -6.0	8.5
Cc1cccc(OCc2nnc(SCC(=O)NC3CCCCC3)n2C)c1C
→ 6.8	8.9
C#CCOc1c(Cl)cc(C2C(C#N)=C(N)OC3=C2C(=O)CC(C)(C)C3)cc1Cl (centres undefined)
→ -77.6	15.3
COc1ccc2cc(CN(CC3CCCO3)C(=S)Nc3ccc(C)cc3)c(=O)[nH]c2c1 (centres undefined)
→ 22.9	17.1
O=C(CNC(=O)c1cccs1)OCc1ccc(Cl)c(Cl)c1
→ -69.8	10.6
CS(=O)(=O)c1ccc(/C=N/NC(N)=S)cc1
→ 1.3	3.0
CC(C)=NNc1ncnc2nc[nH]c12
→ 15.3	14.2

Remaining list, next part.
Every second line gives: EP2 modulator	EP2 antag
Cc1oc2cc3c(C(=O)OCCN(C)C)c(C)oc3cc2c1C(=O)OCCN(C)C
→ -47.1	6.8
Cc1cc(CNC(=O)CCn2nc(C)c(C)c2C)c2[nH]c3c(c2c1)CCCC3
→ -68.4	3.5
Cc1nn(CC(=O)N(C)C)c(=O)c2cc3occc3n12
→ 2.2	8.9
NC(=O)CN1CCN(C(=O)Nc2ccc(Cl)cc2)CC1
→ -9.0	11.1
CCCC(c1nnnn1C(C)(C)CC)N(CCO)Cc1cc2cc(C)ccc2[nH]c1=O (centres undefined)
→ 37.4	11.8
CCOC(=O)C1=C(C)OC(N)=C(C#N)C1c1ccc(OCC(=O)N2CCCC2)cc1 (centres undefined)
→ -26.9	7.2
COc1cc(C(=O)N2CCC(C(=O)c3cccnc3)CC2)cc(OC)c1OC
→ -19.4	7.6
Cc1ccc(NC(=S)N(Cc2ccco2)Cc2cc3cc(C)cc(C)c3[nH]c2=O)c(C)c1
→ 49.8	10.8
COc1ccc(C(=O)[C@H]2CCCN(C(=O)C3CC3)C2)cc1
→ -29.2	3.5
Oc1ccc2ccccc2c1CN(Cc1c(O)ccc2ccccc12)C1CCCCC1
→ -11.5	54.9*
CC(C)Oc1cccc(NC(=O)C2CC(=O)N(c3ccccc3)C2)c1 (centres undefined)
→ -22.1	8.5
O=C(COc1ccc(CN2CCC(O)(c3ccccc3)C2)cc1)N1CCOCC1 (centres undefined)
→ -29.8	5.3
O=C(NCCO)c1ccc(Cl)cc1
→ -5.6	11.2
CC(=O)OCC(=O)[C@@]1(O)CCC2C3CCC4=CC(=O)CC[C@]4(C)C3C(=O)C[C@@]21C (some centres undefined)
→ 3.9	11.6
C=CCn1c(SCC(=O)Nc2ccc(OCC)cc2)nc2ccccc2c1=O
→ 12.6	3.2
O=C(Nc1ccc(Cl)cc1)C1COc2ccccc2O1 (centres undefined)
→ -41.6	8.8
Cc1c(C(=O)Nc2ccccc2F)oc2ccccc12
→ 34.0	6.4
CCCn1c(NN)nc2c1c(=O)n(C)c(=O)n2C
→ -4.6	12.6
Cc1ccc2cc(CN(Cc3ccco3)C(=S)Nc3cccc(Cl)c3)c(=O)[nH]c2c1
→ 11.8	26.6
CC(C)CCCC(C)[C@H]1CCC2C3CC=C4C[C@@H](O)CC[C@]4(C)C3CC[C@@]21C (some centres undefined)
→ 6.6	14.6

Three entries out of the list above, arranged by their value in EP2 modulator, descending:
canonical_smiles | EP2 modulator
CS(=O)(=O)c1ccc(/C=N/NC(N)=S)cc1 | 1.3
CC(Sc1nc(-c2ccccc2)cc(C(F)(F)F)n1)C(=O)NN1CCN(C)CC1 (centres undefined) | 0.4
O=C(c1ccccc1)c1ccc2[nH]c(=O)c(=O)[nH]c2c1 | -31.0

Continued:
Every second line gives: EP2 modulator	EP2 antag
C=CCn1c(NCc2ccc(C)cc2)nc2c1c(=O)[nH]c(=O)n2C
→ 26.9	11.1
O=C1OC2(c3ccc(O)cc3Oc3cc(O)ccc32)c2c1c(-c1ccccc1)c(-c1ccccc1)c(-c1ccccc1)c2-c1ccccc1
→ 4.7	45.2*
CCOC(=O)c1sc(NC(=O)CSc2nc(C(C)(C)C)nc3ccccc23)nc1C
→ 38.6	10.2
Cc1ccccc1C(=O)Nc1ccc(N2CCN(C(=O)C(C)C)CC2)cc1
→ -17.7	12.9
O=C(NC12CC3CC(CC(C3)C1)C2)C1CCCN1S(=O)(=O)c1ccc(Cl)cc1 (centres undefined)
→ -1.9	9.4
Cc1cc(C)c2cc(CN(Cc3nnnn3CCc3ccccc3)C3CCCC3)c(=O)[nH]c2c1
→ 45.1	19.5
Cc1c(C(=O)N2CCCCC2)sc(NC(=O)c2cccc(F)c2)c1C#N
→ -63.8	9.0
CCC(CN1CCOCC1)NC(=O)Cc1c(C)oc2c1C(=O)CC(C)(C)C2 (centres undefined)
→ -4.4	3.8
N#Cc1ccc(NC(=O)c2sc3ccccc3c2Cl)cc1
→ 1.9	12.5
O=C(Cn1nc(C(F)(F)F)c2c1CCC2)Nc1ccc(F)c(Cl)c1
→ -37.7	14.5
CCN1CCCC1CN(Cc1ccccn1)Cc1ccnn1C1CCCCO1 (centres undefined)
→ -7.4	9.4
CCc1ccc2[nH]c(=O)c(C(c3nnnn3C3CCCC3)N3CCN(Cc4ccccc4)CC3)cc2c1 (centres undefined)
→ -2.5	12.0
CCOC(=O)c1sc(NC(=O)c2nc3ncccn3n2)c(C(=O)OC)c1C
→ -43.8	14.3
C=C(C)Cn1c(N2CCN(CCO)CC2)nc2c1c(=O)[nH]c(=O)n2C
→ -4.8	17.7
COc1ccc(C2CC(=O)c3ccc(OC)cc3O2)cc1 (centres undefined)
→ 26.0	7.3
COC(=O)/C=c1/nc2c([nH]c1=O)=NON2
→ 18.3	15.4
Cc1ccnc(NS(=O)(=O)c2ccc(Cl)c(Cl)c2)c1
→ -19.4	11.8
CCOc1ccc2[nH]c(=O)c(CN(C(=O)Nc3ccccc3)C3CCCC3)cc2c1
→ -23.6	9.8
Cn1c2ccccc2n2c(=O)n(CC(=O)N3CCCCCC3)nc12
→ -33.4	3.1
COCCCn1c(SCC(=O)Nc2cccc(C(F)(F)F)c2)nnc1-c1ccncc1
→ -29.6	16.5

Reformatted: results already given
SMILES: COCCCn1c(SCC(=O)Nc2cccc(C(F)(F)F)c2)nnc1-c1ccncc1
  EP2 modulator: -29.6; EP2 antag: 16.5

SMILES: CCc1ccc2[nH]c(=O)c(C(c3nnnn3C3CCCC3)N3CCN(Cc4ccccc4)CC3)cc2c1 (centres undefined)
  EP2 modulator: -2.5; EP2 antag: 12.0

SMILES: N#Cc1ccc(NC(=O)c2sc3ccccc3c2Cl)cc1
  EP2 modulator: 1.9; EP2 antag: 12.5

SMILES: C=C(C)Cn1c(N2CCN(CCO)CC2)nc2c1c(=O)[nH]c(=O)n2C
  EP2 modulator: -4.8; EP2 antag: 17.7

(more compounds)
Every second line gives: EP2 modulator	EP2 antag
Cc1c(N(C)CS(=O)(=O)O)c(=O)n(-c2ccccc2)n1C
→ -9.5	9.8
CNC[C@@H](O)c1ccc(O)c(O)c1
→ 82.1*	10.1
CSC(N)=NCCCC(N)C(=O)O (centres undefined)
→ 17.8	8.2
O=C(O)c1ccc(S(=O)(=O)N2CCC(n3nnc4cc(C(F)(F)F)ccc43)CC2)cc1
→ 11.7	11.4
Cc1ccnc(-n2cccc2CNc2n[nH]c3nc(C)cc(C)c23)c1
→ -49.6	6.2
Cc1ccc(NC(=O)CN2C(=O)c3cccc4cccc2c34)cc1
→ -60.1	13.9
Cc1c(Nc2ncccc2C(=O)O)cccc1C(F)(F)F
→ 8.6	10.2
Cn1c(=O)[nH]c(=O)c2c1[nH]c(=S)n2CC(O)COc1ccc(Cl)cc1 (centres undefined)
→ -8.5	16.4
CCC(C)NC(=O)C1CCCN(c2nc(C)cc(C)n2)C1 (centres undefined)
→ 9.9	3.1
CCN1CCCC1CNC(=O)C(=O)Nc1ccccc1F (centres undefined)
→ -36.4	13.0
CS(=O)(=O)N(CC(=O)O)Cc1ccccc1
→ 31.1	10.9
CCC(c1nnnn1CCOC)N(Cc1ccccc1)Cc1cc2cc(C)c(C)cc2[nH]c1=O (centres undefined)
→ -5.9	7.2
c1cc[n+](CCNCC[n+]2ccccc2)cc1
→ -0.4	11.2
CC(=O)Oc1ccc(C(=O)Nc2ccc(S(=O)(=O)N3CCCCC3)cc2)cc1
→ -81.1	14.7
COc1ccc(-n2nnnc2SCC(=O)Nc2cccc(C(F)(F)F)c2)cc1
→ -35.9	11.5
COc1ccccc1OCc1nnc(SCC(=O)Nc2cc(Cl)ccc2C)n1C
→ 18.5	5.3

Screens deposited in PubChem by Emory University Molecular Libraries Screening Center.
